PL biosyn Enam: blocks phospholipid synthesis in CHO cells, Enamine compounds; ZR-82 CHO cells, pyrene fatty acid UV survival, CellTiter Blue; peroxisome-deficient CHO-K1 mutant line; plus DGAT-1, DGAT-2 and ACAT inhibitors; calls only at 10 µM; hit rate 0.4% among 20,000; AID 1347385;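 active means cell survival signal 2 SD away from solvent-only control wells, confirmed on one or two retests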;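 further: 3 h compound exposure then viability read about one day after UV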
Calls only; i = inactive.

SMILES | PL biosyn Enam
CC(=O)C(C)Oc1ccc2ccc(=O)oc2c1 (stereo not given) | i
Nc1ccc(NS(=O)(=O)c2ccc(F)cc2)cc1 | i
c1ccc(N=P(c2nc3ccccc3o2)(N2CCOCC2)N2CCOCC2)cc1 | i
CC1(C)CC(=O)C=C(Nc2ccc3c(c2)OCO3)C1 | i
CCCc1cc(=O)[nH]c(SCc2nc(-c3cccs3)no2)n1 | i
COc1ccc(OC)c(S(=O)(=O)NC2CC2)c1 | i
CC(C)(C)NS(=O)(=O)c1ccc2c(c1)C(=NNC(N)=O)c1cc(S(=O)(=O)NC(C)(C)C)ccc1-2 | i
Nc1ccc(N2CCCC2=O)cc1 | i
O=[N+]([O-])c1cc(Cl)ccc1Nc1ccc2c(c1)OCCO2 | i
CC(C)(C)NC(=O)NC(=O)COC(=O)CC12CC3CC(CC(Br)(C3)C1)C2 | i
CCn1c(C)cc(C(=O)COC(=O)c2c(C)nsc2NC)c1C | i
FC(F)(F)c1ccc(Cl)c(N/N=C/c2ccc(Cl)cc2Cl)c1 | i
O=C(O)CN1CC(=O)NC(=O)C1 | i
c1ccc2c(c1)CCC/C2=N\Nc1nncc2ccccc12 | i
CCCN(CC1CC1)Cn1c(=S)sc2ccccc21 | i
CCCCN(C(=O)CSC(=N)N)c1c(N)n(CC(C)C)c(=O)[nH]c1=O | i
O=C(N=Nc1c(O)[nH]c2ccc(Br)cc12)c1ccc[n+]([O-])c1 | i
CC1=CC(C)=Nc2ccccc2N1 | i
Cn1c(N)c(C(=O)COC(=O)c2cc(=O)[nH]c(=O)[nH]2)c(=O)n(C)c1=O | i
O=C(O)CCCN1C(=O)/C(=C2/C(=O)N(CC(=O)O)c3ccc(Br)cc32)SC1=S | i

Ordered by molar mass (lowest first): some entries from above
SMILES | PL biosyn Enam
Nc1ccc(N2CCCC2=O)cc1 | i
CC1(C)CC(=O)C=C(Nc2ccc3c(c2)OCO3)C1 | i
Nc1ccc(NS(=O)(=O)c2ccc(F)cc2)cc1 | i
c1ccc2c(c1)CCC/C2=N\Nc1nncc2ccccc12 | i
CCn1c(C)cc(C(=O)COC(=O)c2c(C)nsc2NC)c1C | i
CC(C)(C)NC(=O)NC(=O)COC(=O)CC12CC3CC(CC(Br)(C3)C1)C2 | i
CC(C)(C)NS(=O)(=O)c1ccc2c(c1)C(=NNC(N)=O)c1cc(S(=O)(=O)NC(C)(C)C)ccc1-2 | i

New compounds follow
SMILES | PL biosyn Enam
CCCCNC(=S)N/N=C1\CC(C)CC(C)(C)C1 (stereo not given) | i
CN(C)CC(O)Cn1c2ccccc2c2ccccc21 (stereo not given) | i
O=C(CSc1nnc(NC2CCCCC2)s1)C12CC3CC(CC(C3)C1)C2 | i
Clc1ccc(CSc2nnc(-c3ccco3)o2)cc1Cl | i
CSc1nsc(NC(C)=O)n1 | i
CC1Cc2cc(S(N)(=O)=O)ccc2N1 (stereo not given) | i
Oc1ccc2ccccc2c1/C=N/Nc1nnc(-c2ncc[nH]2)c2ccccc12 | i
Cc1nc(SCCO)c2c3c(sc2n1)CCCC3 | i
O=C1N=c2ccccc2=C1N=Nc1nc(O)c(-c2c(O)[nH]c3ccccc23)s1 | i
CC(C)CCN(CCC(C)C)C(=O)C[N+]12CC[N+](CC(=O)N(CCC(C)C)CCC(C)C)(CC1)CC2 | i
Cc1ncc(CO)c(/C=N/N=C2\CC3CCC2(C)C3(C)C)c1O (stereo not given) | i
Cc1ncsc1CCOC(=O)C12CC3CC(CC(C)(C3)C1)C2 | i
CCOC(=O)c1sc2nc(C(Cl)(Cl)Cl)[nH]c(=O)c2c1C | i
O=c1oc2cc(OCc3cc(=O)n4ccsc4n3)ccc2c2c1CCCCC2 | i
CCCCn1c(N)c(N(Cc2ccco2)C(=O)Cn2[nH]c(=O)ccc2=O)c(=O)[nH]c1=O | i
Nc1ccc(Oc2ccc(Br)cc2)cc1 | i
CSc1ccc(/C=C/c2nc(-c3ccc(F)cc3)cs2)cc1 | i
CCN(CC)S(=O)(=O)c1ccc(N/N=C(\C)c2ccc[nH]2)nc1 | i
Cn1c(=NC(=O)C2CCCC2)sc2ccccc21 | i
C=CCn1c(-c2ccccc2)nn(CN2CCN(Cc3ccccc3)CC2)c1=S | i

Some of the entries above, set out differently.
O=C1N=c2ccccc2=C1N=Nc1nc(O)c(-c2c(O)[nH]c3ccccc23)s1
  PL biosyn Enam = i

CC(C)CCN(CCC(C)C)C(=O)C[N+]12CC[N+](CC(=O)N(CCC(C)C)CCC(C)C)(CC1)CC2
  PL biosyn Enam = i

Cc1ncc(CO)c(/C=N/N=C2\CC3CCC2(C)C3(C)C)c1O (stereo not given)
  PL biosyn Enam = i

(listing goes on)
SMILES | PL biosyn Enam
Nc1nc2cc(S(=O)(=O)N3CCOCC3)ccc2o1 | i
CC(=O)N1C(C(=O)O)CSC1c1ccco1 (stereo not given) | i
NC(N)=NC(N)=NCc1ccc(Cl)cc1 | i
O=S(=O)(c1ccc2c(c1)OCCO2)N(Cc1ccco1)Cc1cccs1 | i
O=C(O)C1CCS(=O)(=O)C1 (stereo not given) | i
COC(=O)c1c(C)[nH]c(C(=O)C(C)OC(=O)CCC2CCCC2)c1C (stereo not given) | i
C(=C\c1ccc2noc(-c3ccccc3)c2c1)/c1ccccc1 | i
c1ccc(COc2ccc(Oc3ncnc4c3oc3ccccc34)cc2)cc1 | i
CC(C)CCN(CCC(C)C)C(=O)Cn1cc(C(F)(F)F)cc(Cl)c1=O | i
Clc1cc2c(c3ncccc13)OCN(Cc1ccccn1)C2 | i
c1ccc(-c2nnc(CSc3nnc4sc5ccccc5n34)o2)cc1 | i
O=C(/C=C/c1ccc2c(c1)OCO2)c1ccc(Cl)c(Cl)c1Cl | i
Clc1ccc2oc(Nc3ccc4oc5ccccc5c4c3)nc2c1 | i
O=S(=O)(Nc1nn2cnnc2s1)c1ccc2ccccc2c1 | i
Cc1ccnc(SCc2cn3c(C)cccc3n2)n1 | i
CN1CCN(C2=C(Cl)C(=O)c3ccccc3C2=O)CC1 | i
Nc1cc2[nH]c(=O)[nH]c2cc1Br | i
COc1cc(NS(=O)(=O)c2cc(Br)ccc2Br)cc(OC)c1 | i
O=C(NNc1c(Cl)cc(Cl)cc1Cl)C1CCC1 | i
Clc1ccc(-c2noc(CCc3ccccc3)n2)cc1 | i
Cc1ccc(C(=Nc2c(C)cc(C)cc2C)c2ccc(C)cc2)cc1 | i
CNc1nc2ccccc2[nH]1 | i
C[n+]1ccccc1NCCc1c[nH]c2ccccc12 | i
O=c1cc(CSc2nnc(-c3cccs3)n2C2CC2)nc2ccc(Br)cn12 | i
CCOC(=O)C1=C(C)NC(C)=C(C(=O)OCC)C1C(=O)OCC(=O)N1CCCC1 | i
O=C(CCCSc1nnc(-c2cccs2)n1C1CC1)c1cccs1 | i
O=S(=O)(NCCN1CCOCC1)c1ccc(Cl)s1 | i
COC1(OC)C2(Cl)C(Cl)=C(Cl)C1(Cl)C1C(=O)C(C)=CC(=O)C12 (stereo not given) | i
CN=c1scc(-c2ccc(F)cc2)n1/N=C/c1c(OC)cc(OC)cc1OC | i
CC1(C)CC(NCC(O)COCc2ccco2)CC(C)(C)N1 (stereo not given) | i
CCN(C(=O)c1cc2c(=O)n3ccccc3nc2n1C)C1CCCCC1 | i
c1csc(-c2cc(CSc3nnc(-c4cccs4)n3C3CC3)no2)c1 | i
O=C(O)CSCc1nnnn1-c1ccccc1 | i
O=C1c2ccccc2-c2nn(CN3CCN(c4ccccc4)CC3)c3cccc1c23 | i
C=C(C)CC1Cc2c(Br)cccc2C(CC(=C)C)N1 (stereo not given) | i
COc1cc(/C=N/N2CCN(C3c4ccccc4-c4ccccc43)CC2)cc(OC)c1O | i
O=C1CCN(C(=O)C2CC2(Cl)Cl)CCN1 (stereo not given) | i
CCc1cc2c(SCC(=O)c3cc(C)n(C)c3C)ncnc2s1 | i
O=[N+]([O-])c1ccc(S(=O)(=O)Nc2ccccc2I)cc1 | i
COc1cc(S(=O)(=O)N2CCCCC2)c(OC)cc1Cl | i
Oc1cc2ccccc2cc1-c1nnc2n1-c1ccccc1SC2 | i
C=C(C)CN=c1scc(-c2ccc(OC(F)F)cc2)n1/N=C(\C)c1ccc(C(C)(C)C)cc1 | i
O=S(=O)(NC1c2cccc3cccc(c23)C1Sc1ccc(F)cc1)c1ccc(Cl)cc1 (stereo not given) | i
CN(C1CCS(=O)(=O)C1)S(=O)(=O)c1cccc([N+](=O)[O-])c1 (stereo not given) | i
C=C(C)CN=c1scc(-c2cc(OC)ccc2OC)n1/N=C/c1c(OC)cc(OC)cc1OC | i
Nc1cc2c(cc1[N+](=O)[O-])OCCO2 | i
O=C(CN1C(=O)C2CCCCC2C1=O)c1ccc(Cl)s1 (stereo not given) | i
Cc1cc(C(=O)CSc2nn3c(=O)c(C(C)(C)C)nnc3s2)c(C)n1C1CC1 | i
O=C1Nc2ccccc2/C1=N\N=C1\CC(c2ccccc2)N=N1 (stereo not given) | i
OC(CSc1nncn1-c1ccccc1)C(O)C(O)c1cnn(-c2ccccc2)n1 (stereo not given) | i
CN=c1scc(-c2ccco2)n1/N=C/c1ccc(O)c(O)c1 | i
CC(C)CN(CC(C)C)C(=O)CC(=O)N(CC(C)C)CC(C)C | i
Cc1cc(C(=O)Nc2nc(C)cs2)on1 | i
Cc1cc([N+](=O)[O-])ccc1NP1(=O)/C(=C2/N(C)c3ccccc3C2(C)C)C=NN1c1ccccc1 (stereo not given) | i
CCOC(=O)c1c(C)[nH]c(C(=O)C(C)N2CC(C)OC(C)C2)c1C (stereo not given) | i
O=C(Cn1cncn1)N/N=C/c1ccc([N+](=O)[O-])o1 | i
C=C(C)CN=c1scc(-c2ccco2)n1/N=C/c1cc2c(cc1[N+](=O)[O-])OCO2 | i
c1ccc2sc(CN3CCC(c4nc5ccccc5s4)CC3)nc2c1 | i
c1ccc(CNc2nc(-c3ccccc3)[n+](-c3ccccc3)s2)cc1 | i
O=c1cc(CSc2ncnc3c2oc2ccccc23)nc2ccc(Br)cn12 | i

New compounds follow
SMILES | PL biosyn Enam
Cc1cc(-n2c(C)cc(C(=O)CSc3ncnc4sccc34)c2C)no1 | i
O=C(CCCNC(=O)C12CC3CC(CC(C3)C1)C2)NC1C2CC3CC(C2)CC1C3 (stereo not given) | i
CC(C)(C)C1(C)OC(C(=O)NC2CCCCC2)C(C(=O)NC2CCCCC2)O1 (stereo not given) | i
COC(=O)C1=C(C(=O)OC)SC2(S1)C(C(=O)OC)=C(C(=O)OC)SC1=C2c2ccccc2N(C(C)=O)C1(C)C | i
Clc1ccc2c(N3CCN(c4ncccn4)CC3)ccnc2c1 | i
O=C(O)Cn1c(C(F)(F)F)nc2ccccc21 | i
CCCn1c(SCC(=O)c2ccc(C)s2)n[nH]c1=O | i
Cc1nc(N2CCOCC2)c2c3c(sc2n1)CCCC3 | i
CCCN(CCC)C(=O)c1cc2c(=O)n3cccc(C)c3nc2s1 | i
COc1ccc(NC(=S)Nc2ccc(F)cc2F)cc1NC(=S)Nc1ccc(F)cc1F | i
Clc1ccc(-c2nc(-c3ccccn3)no2)cc1Cl | i
FC(F)(F)c1nc(N2CCOCC2)c2cnn(-c3ccccc3)c2n1 | i
Cc1cc(C2=NNC(=NCC3CCCO3)SC2)c(C)n1Cc1cccs1 (stereo not given) | i
O=C(OCc1cc([N+](=O)[O-])cc2c1OCOC2)C1CCC1 | i
O=c1c2c3c(sc2nc2ccc4nnnn4n12)CCCC3 | i
S=C(NCC1CCCO1)Nc1ccc(Cl)c(Cl)c1 (stereo not given) | i
OC(CN1CCOCC1)C12CC3CC(CC(C3)C1)C2 (stereo not given) | i
O=[N+]([O-])c1ccc(/C=N/Nc2ccc3ccccc3c2)o1 | i
COC(=O)c1ccc(/C=C2/N=C(c3ccc(OC)c(OC)c3)OC2=O)cc1 | i
C[C@@H](C(=O)OCC(N)=O)N1C(=O)C2CC=CCC2C1=O (stereo not given in full) | i
Cn1c(-c2ccco2)[n+](C)c2ccccc21 | i
CCOC(=O)c1c(C)[nH]c(C(=O)C(C)OC(=O)c2cc(C)oc2C)c1C (stereo not given) | i
Brc1ccc(C2C(c3nc4ccccc4[nH]3)=C(c3ccccc3)NC(c3ccccc3)=C2c2nc3ccccc3[nH]2)cc1 | i
NC(=O)N/N=C1\CCCC1c1ccccn1 (stereo not given) | i
S=c1[nH]nc(-c2cc3ccccc3[nH]2)n1-c1ccccc1 | i
O=C(CSc1nnc(Cc2cccs2)n1C1CCCCC1)c1cccs1 | i
C(=NCC12CC3CC(CC(C3)C1)C2)c1ccc2c(c1)OCCO2 | i
C=CCn1c(P(=O)(O)c2ccccc2)nc2ccccc21 | i
CC(C)(C)c1cc(C[P+](c2ccccc2)(c2ccccc2)c2ccccc2)c2cc(C(C)(C)C)cc(C[P+](c3ccccc3)(c3ccccc3)c3ccccc3)c2c1 | i
O=C(OC1CCCCC1=O)c1ncc(Cl)c(Cl)c1Cl (stereo not given) | i
O=S(=O)(NCc1ccco1)c1cc(Cl)ccc1Cl | i
CCc1ccc2c(C)nc(NC3=NC(C)(C)C=C(C)N3)nc2c1 | i
O=C(COC(=O)C1CCCC1)NCCNC(=O)COC(=O)C1CCCC1 | i
O=S(=O)(NC(=S)NC1CCCCC1)c1ccc(F)cc1 | i
O=C(NC1CCCCCC1)c1cnc2sccn2c1=O | i
Cc1sc2ncnc(Sc3nnc(NC4CC4)s3)c2c1C | i
CC1=CC(C)C(COC(=O)NC2CCCCC2)(COC(=O)NC2CCCCC2)C(C)C1 (stereo not given) | i
C=CCN=c1scc(-c2ccccc2)n1/N=C/c1ccccn1 | i
Clc1ccc(OCCSc2nnc(NC3CC3)s2)cc1 | i
COC(=O)C(NC(=O)CCC1CCCCC1)C12CC3CC(CC(C3)C1)C2 (stereo not given) | i
S=c1n(CN2CCC(Cc3ccccc3)CC2)nc2ccccn12 | i

High-throughput results as filed in PubChem BioAssay.

An excerpt; the hit share may differ from the screen's.
